HT1080 IDH1KD tx: qHTS for induction of synthetic lethality in tumor cells producing 2HG: qHTS for the HT-1080-IDH1KD cell line | HT-1080 IDH1 knockdown viability, ATP luminescence, 48 h | Potency, µM (doses to about 46.1 µM), for inactives: at the top dose activity, negative = toxicity, hits mostly cytotoxic | hit rate 2% among 360,000 | AID 686971, 2013;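 also: potency is read from the fitted curve at half-maximal effect; 0% = DMSO wells and -100% = cell-free medium wells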
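Viability of IDH1-knockdown HT-1080 fibrosarcoma cells was assessed by CellTiter-Glo after 48 h at 37 °C with titrated compound; concentration-effect curves were classified by fit quality and response size.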
SW480 rereplic: A quantitative high throughput screen for small molecules that induce DNA re-replication in SW480 colon adenocarcinoma cells. Potency, µM (doses to about 46.1 µM), without a hit: at the highest dose re-replication activation, hits mostly activators. hit rate 1.8% among 340,000. SW480 DNA re-replication, Hoechst DNA content imaging, 48 h; also: potency is read from the fitted curve at half-maximal effect; % of control where 0% means no effect; nearly all actives have a fitted effect of over 55% in size
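Per well, 250 cells were exposed to pinned compound for 48 hr. Nuclear DNA was visualised with Hoechst (40 min, 37 C) and total object intensity recorded by fluorescence scanning.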
GLP1R cytotox: qHTS of GLP-1 Receptor Inverse Agonists: Cytotox Screen | HEK293 cAMP-luciferase reporter cells, luminescence, 24 h | Potency, µM (doses to about 38.3 µM), without a hit: at the top dose activity change, negative = inhibition, most hits filed as inhibitors | hit rate 0.13% among 410,000;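 also: loss of luciferase light is scored as toxicity; potency is read from the fitted curve at half-maximal effect; % is scaled to controls: 0 for no effect and ±100 for the full control effect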
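To flag toxic compounds, the library was rerun on cells for 24 hr at 37 deg C and 5% CO2. Viability-linked luminescence was captured 12 min after adding luciferase detection reagent.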
MCF10A rereplic: A quantitative high throughput screen for small molecules that induce DNA re-replication in MCF 10a normal breast cells. MCF 10A DNA re-replication, Hoechst nuclear intensity, 48 h. Potency, µM (doses to about 46.1 µM), for the others: at the top dose activity, positive = re-replication, most hits filed as activators. hit rate 2.9% among 350,000. AID 624296, 2012; also: potency is read from the fitted curve at half-maximal effect; % of control where 0% means no effect; nearly all actives have a fitted effect of over 50% in size
IL-1B inflam inh: qHTS for Inhibitors of Inflammasome Signaling: IL-1-beta AlphaLISA Primary Screen. THP-1 LPS/ATP IL-1B secretion, AlphaLISA, 16 h; stronger effect = lower value. activity change, % at 57.5 µM. hit rate 4.7% among 360,000. AID 743279, 2014; in the data active = activity change below about -50%; inconclusive = mostly about -30% to -49%; also: % is scaled to controls: 0 for no effect and ±100 for the full control effect
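THP-1 cells pretreated 1 hr with compounds (up to 57.5 uM final), then stimulated with LPS (250 ng/mL final) plus ATP (1.25 mM final); secreted IL-1B measured by AlphaLISA after 16 hr, decreased signal indicating inhibition.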
KB-3-1 cytotox: qHTS assay for MDR1-selective chemotherapeutics: Primary screen using the parental adenocarcinoma cell KB-3-1; KB-3-1 viability, CellTiter-Glo ATP luminescence, 72 h; Potency, µM (titrated, usually from 46.1 µM), without a hit: at the highest dose activity change, negative = cytotoxic, actives largely listed as cytotoxic; hit rate 1.4% among 400,000; also: potency is read from the fitted curve at half-maximal effect; % is scaled to controls: 0 for no effect and ±100 for the full control effect; nearly all actives have a fitted effect of over 60% in size
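Luminescent ATP read-out (CellTiter-Glo) measures survival of drug-naive KB-3-1 cells after 72 h compound exposure at 37 °C. Titration series was screened from lowest to highest concentration, with DMSO vehicle plates as background controls.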
HT1080-NT tox: qHTS for induction of synthetic lethality in tumor cells producing 2HG: qHTS for the HT-1080-NT fibrosarcoma cell line. HT-1080-NT fibrosarcoma viability, CellTiter-Glo ATP luminescence, 48 h. hit rate 1.6% among 360,000. Potency, µM (highest dose often 46.1 µM), inactives show top-dose activity, negative = less viability, actives largely listed as cytotoxic. AID 686970, 2013;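 also: NT is the 2HG producing partner of a matched IDH1 knockdown line; potency is read from the fitted curve at half-maximal effect; 0% = DMSO-treated cells and -100% = media-only wells without cells; nearly all actives have a fitted effect of over 55% in size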
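HT-1080-NT; 750 cells/well; 5% FBS RPMI; 48 h compound, 37 degrees C; CellTiter-Glo luminescence; curve fitting and curve-class assignment.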
DRD3 agonist: qHTS of D3 Dopamine Receptor Agonist: qHTS; D(3) dopamine receptor (Homo sapiens), P35462; D3R DiscoveRx beta-arrestin cells, luminescence, 90 min; max activation, %; hit rate 0.58% among 410,000; in the data active = max activation above about 30%; also: 0% is about no effect; mostly tested at two doses, the higher about 12 µM
Target sequence (P35462 whole entry, looked up): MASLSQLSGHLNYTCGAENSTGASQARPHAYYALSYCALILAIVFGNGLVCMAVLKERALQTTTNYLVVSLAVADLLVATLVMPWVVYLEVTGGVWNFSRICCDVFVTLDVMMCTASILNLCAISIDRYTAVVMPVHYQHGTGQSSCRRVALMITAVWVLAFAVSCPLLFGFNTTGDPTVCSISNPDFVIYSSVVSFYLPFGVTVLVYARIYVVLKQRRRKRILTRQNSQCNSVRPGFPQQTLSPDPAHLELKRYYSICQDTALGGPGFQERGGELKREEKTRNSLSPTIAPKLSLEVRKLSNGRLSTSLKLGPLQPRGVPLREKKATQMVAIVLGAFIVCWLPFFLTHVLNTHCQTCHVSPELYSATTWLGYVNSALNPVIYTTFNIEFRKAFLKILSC
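Agonist-mode cell screen: cells plated at 1500/well and incubated overnight at 37 °C, then exposed to library compounds for 90 min at 37 °C. Detection reagent was added for 30–60 min at room temperature, and luminescence was read.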
KB-V1 cytotox: qHTS assay for MDR1-selective chemotherapeutics: Primary screen using the drug-selected MDR subline cells KB-V1; hit rate 3.4% among 400,000; AID 1347076, 2019; Potency, µM (doses to about 46.1 µM), without a hit: top-dose activity change, negative = cytotoxicity, actives largely listed as cytotoxic; KB-V1 MDR cells viability, CellTiter-Glo, 72 h; also: potency is read from the fitted curve at half-maximal effect; % is scaled to controls: 0 for no effect and ±100 for the full control effect; nearly all actives have a fitted effect of over 60% in size
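KB-V1 cells (P-gp-expressing MDR subline of KB-3-1) in phenol-red-free DMEM with 10% FBS were exposed to library compounds over a concentration series for 72 h at 37 degrees C. Viability read by CellTiter-Glo luminescence; concentration-effect curves fitted after normalization.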
Starred values were filed as active, the others as inactive; ? = inconclusive; · = no result given; & = joins results of further samples; [ ] = another dose, or the depositor's remark. Unless noted, calls follow the shape of the dose curve; as a rule, active = well fitted curve in the direction sought with a large enough effect; inconclusive = small, poorly fitted or top-dose-only effect, or another doubt; inactive = no such curve, though single readings can be large; an effect the other way counts as inactive or inconclusive.

SMILES	HT1080 IDH1KD tx	SW480 rereplic	GLP1R cytotox	MCF10A rereplic	IL-1B inflam inh	KB-3-1 cytotox	HT1080-NT tox	DRD3 agonist	KB-V1 cytotox
Cc1ccc(CNC(=O)C(=O)NCC2CCCN2S(=O)(=O)c2cc(C)ccc2C)cc1 (stereo not drawn)	-14%	?	-1%	-17%	-10	7%	-20%	11	-18%
Cc1cc(C(=O)NNC(=S)NC(C)c2ccccc2)c2ccccc2n1 (stereo not drawn)	-8%	0%	-9%	7%	-7	-14%	-13%	-10	-5%
CN1CCN(CC(=O)Nc2nc3c(s2)CCCC3)CC1	-11%	-14%	-34%	?	36	0%	-12%	-5	10%
Cc1cccc2cc3cccc(C)c3nc12	4%	-12%	-15%	2%	0	5%	2%	0	3%
Cc1ccc(-c2nnc(-c3ccc(NC(=O)c4cccs4)cc3)o2)cc1	21%	-3%	9%	23%	24	5%	4%	10	10%
Cn1ccc2c(OCC(=O)NCc3ccccc3Cl)cccc2c1=O	·	·	-4%	·	·	-21%	·	3	0%
CC(=O)N1N=C(c2cccc([N+](=O)[O-])c2)OC1(C)c1cccs1 (stereo not drawn)	0%	-12%	3%	-4%	0	?	-1%	-5	-11%
O=S(=O)(/N=C(/c1ccc(Cl)cc1)N1CCOCC1)c1ccc(Cl)cc1	11%	-1%	-1%	-18%	13	6%	1%	2	-23%
CC(C)c1ccc(NC2CCCN(C(=O)CCn3cnnn3)C2)cc1 (stereo not drawn)	-1%	-1%	-2%	6%	-10	4%	-2%	-9	-20%
Oc1ccc(NCc2cccs2)cc1	?	6%	?	7%	9	-15%	?	-4	-1%
Cc1ccc(-n2nnc(-c3nccs3)n2)cc1	-19%	-8%	9%	7%	20	0%	-21%	12	-3%
Cn1c(C(=O)OC(C(=O)NCc2ccco2)c2ccncc2)cc2sccc21 (stereo not drawn)	-2%	10%	8%	3%	7	1%	2%	0	3.7µM*
O=C(COc1ccccc1)OCc1cc(-c2ccco2)on1	-2%	-8%	6%	-1%	-14	17%	-4%	9	?
CC1(c2nc3ccccc3[nH]2)CCC2=Nc3ccccc3CN21 (stereo not drawn)	-9%	·	-1%	·	-24	16%	-4%	-13	-7%
Cc1ccc(-n2c3nc(=O)[nH]c(=O)c-3cc3c(Cl)cccc32)cc1	·	·	-12%	·	·	9%	·	-9	?
CCOC(=O)Cn1cnc(-c2ccc([N+](=O)[O-])cc2)c1	-13%	-4%	3%[1.53 µM]	6%	20	-9%	-2%	3	-2%
Cn1c(N)c(C(=O)COC(=O)Cc2ccccc2F)c(=O)n(C)c1=O	4%	-1%	-4%	1%	18	10%	2%	-7	11%
CCCCNC(=O)CN1C(=O)NC2NC(=O)NC21 (stereo not drawn)	7%	-11%	6%	-2%	-3	?	14%	-6	?
O=C(O)CCSc1nnc(-c2ccccc2)n1-c1ccccc1	7%	9%	6%	2%	-12	-11%	?	-4	5%
CCOC(=O)C1CCCN(C(=O)COc2ccc(S(=O)(=O)N(CC)c3ccccc3)cc2)C1 (stereo not drawn)	5%	-6%	-3%[0.307 µM]	1%	0	-5%	-3%	-1	-18%
NC(Cc1ccc(C(F)(F)F)cc1)c1csc(Nc2cc(Oc3ccccc3)ncn2)n1 (stereo not drawn)	?	·	?	·	-89*	?	?	5	?
COc1cc(Cl)ccc1OCc1cc(C(=O)N2CCN(C3CCCCC3)CC2)no1	1%	·	2%	·	4	-6%	-9%	-7	-16%
OC(COc1ccccc1CNCc1cccnc1)CN1CCc2ccccc2C1 (stereo not drawn)	1%	-4%	1%	-1%	-2	3%	-3%	-22	?
CCc1ccc(NC(=O)CN2C(=O)C(=O)c3ccccc32)cc1	·	·	-17%	·	·	2%	·	2	0%

Shown with two lines to a compound: part of the list above.
Values run as follows: HT1080 IDH1KD tx, SW480 rereplic, GLP1R cytotox, MCF10A rereplic, IL-1B inflam inh, KB-3-1 cytotox, HT1080-NT tox, DRD3 agonist, KB-V1 cytotox
- OC(COc1ccccc1CNCc1cccnc1)CN1CCc2ccccc2C1 (stereo not drawn)
    1%, -4%, 1%, -1%, -2, 3%, -3%, -22, ?
- NC(Cc1ccc(C(F)(F)F)cc1)c1csc(Nc2cc(Oc3ccccc3)ncn2)n1 (stereo not drawn)
    ?, ·, ?, ·, -89*, ?, ?, 5, ?
- CCCCNC(=O)CN1C(=O)NC2NC(=O)NC21 (stereo not drawn)
    7%, -11%, 6%, -2%, -3, ?, 14%, -6, ?

Next part:
SMILES	HT1080 IDH1KD tx	SW480 rereplic	GLP1R cytotox	MCF10A rereplic	IL-1B inflam inh	KB-3-1 cytotox	HT1080-NT tox	DRD3 agonist	KB-V1 cytotox
COc1ccc(CNc2nc3c(c(=O)[nH]c(=O)n3C)n2CCCc2ccccc2)cc1	1%	5%[9.22 µM]	-7%	6%	-13	-19%	-4%	-9	-1%
COc1ccc(C2CC(c3ccccc3)=NN2C(=O)COC(=O)c2cccc(O)c2)cc1 (stereo not drawn)	?	·	-21%	?	-21	4%	?	2	?
COc1ccc(CC(=O)NCC2CCCCC2)cc1OC	-7%	5.8µM*	-2%	1%	15	2%	11%	2	10%
COc1ccc2nc3cc([N+](=O)[O-])ccc3c(NNc3ccc([N+](=O)[O-])cc3)c2c1	-2%	0%	-1%	0%	-8	9%	-23%	4	8%
CC(=O)N1CC(C(=O)Nc2ccc3c(c2)OCO3)Oc2ccccc21 (stereo not drawn)	10%	-1%	5%	7%	7	19%	-4%	2	21µM*
C=CCn1c(P(C)(=O)O)nc2ccccc21	3%&19%	0%&1%	-7%&6%	?	-26&24	7%&15%	17%&11%	-1&-3	2%&13%
CC(C)C1C(=O)N(Cc2cn(CCC3OCCCO3)nn2)CCS(=O)(=O)N1Cc1ccc(-c2cccc(N(C)C)c2)cc1 (stereo not drawn)	1%	·	2%	·	7	6%	1%	4	3%
Cc1ccc(NC(=O)CCN2C(=O)c3ccccc3S2(=O)=O)cc1C	4%	1%	8%	-1%	-13	1%	12%	-12	27%
Cc1sc2nc(SCC(=O)Nc3ccc(S(=O)(=O)NCCCC(=O)O)cc3)[nH]c(=O)c2c1C	15%	3%	4%[7.66 µM]	-3%	-10	-4%	7%	1	-2%
O=C(O)c1cccc(NC(=O)c2ccc(N3C(=O)c4ccc(C(=O)Nc5cccc(C(=O)O)c5)cc4C3=O)cc2)c1	?	-5%	-2%	5%	22	10%	7%	9	20%
Fc1ccccc1/C=N/Nc1cc(N2CCCCC2)ncn1	13%	-3%	1%	4%	-12	-1%	23%	-3	-3%
COc1ccc(-c2cc(NC=O)c3ncc(-c4cccc(C(=O)NCCN(C)C)c4)n3c2)cc1	?	·	-7%	·	?	4%	?	-2	1%
CC(=O)Nc1ccc(S(=O)(=O)N(C)CC(=O)OCC(=O)c2cc(C)n(-c3ccc4c(c3)OCO4)c2C)cc1	4%	1%	-15%	5%	2	?	-1%	0	?
O=C(N/N=C/c1cccs1)c1ccccn1	-13%	-5%	3%	0%	-25	-17%	-3%	-8	?
O=[n+]1cc(-c2ccc(Cl)cc2)n([O-])c2c1CCCCC2	0%	0%	9%	?	-12	-12%	3%	-3	0%
COc1ccc(C(C(=O)NCc2ccccc2)N(Cc2cccnc2)C(=O)c2snc(C(N)=O)c2N)cc1OC (stereo not drawn)	-6%	-1%	-12%	8%	0	9%	-7%	4	?
O=C(NCc1ccccc1)c1ccc2c(c1)nc1n2CCOC1	·	·	3%	·	·	-3%	·	2	6%
COC(=O)/C(C#N)=C/c1c(Oc2cc(C)cc(C)c2)nc2ccccn2c1=O	4%	-13%	-8%	0%	11	5%	1%	2	?
c1ccc(Oc2cccc(OCCCCN3CCCC3)c2)cc1	-10%	?	-8%	?	0	-2%	-14%	-15	13%
CCC[N+](C)(C)C(C)C(OC(C)=O)c1ccccc1 (stereo not drawn)	19%	15%	11%	-1%	-4	2%	-8%	4	0%
O=C(/C=C/c1cccc([N+](=O)[O-])c1)Nn1c(-c2ccccc2F)nc2ccccc2c1=O	-19%	?	?	7%	0	13%	0%	10	-28%
Cc1ccc(NC(=O)Cn2c(-c3ccc4c(c3)OCO4)cn(-c3ccccc3)c2=O)cc1	·	·	15%	·	·	4%	·	-5	-20%
O=C(OCCN1CCCCC1)C1(c2ccccc2)CCCC1	2%	1%	-8%	?	-10	-2%	-2%	-16	?
O=C(NCC1CCCO1)c1cccc(S(=O)(=O)NCc2ccccc2)c1 (stereo not drawn)	-1%	-6%	-2%	-1%	0	5%	3%	-4	-19%
Cc1cccc(OCCCC(=O)NC(C)c2ccccc2)c1 (stereo not drawn)	10%	-8%	-24%	5%	2	-9%	12%	1	?
CC(C)C(C)NC(=O)COc1ccc([N+](=O)[O-])cc1Cl (stereo not drawn)	-10%	?	1%	-34%[inhibitor]	-8	0%	1%	8	0%
Cn1c(N)c(S(=O)(=O)N2CCN(c3ccccc3Cl)CC2)c(=O)n(C)c1=O	7%	7%	-2%	2%	-7	·	5%	-30	·
Cc1ccccc1NC(=O)C1C2CCCCC21 (stereo not drawn)	1%	7%	3%	14%	-1	-5%	-3%	-4	20%
COc1cc(C2C(C#N)=C(N)Oc3n[nH]c(-c4ccccn4)c32)cc(OC)c1OC (stereo not drawn)	6%	-12%	-13%	2%	1	18%	-1%	0	-1%
CCOP(=O)(OCC)c1nc(-c2ccccc2Cl)oc1N1CCOCC1	13%	-18%	9%	?	6	-16%	?	-9	?
CCOc1ccccc1N1CCN(CC(=O)N(C)CC(=O)Nc2ccccc2CC)CC1	-3%	·	3%	·	-7	-2%	1%	-7	-27%
